From PubChem BioAssay
Bfl-1 Bim block: disrupts Bim binding to human Bfl-1; Q16548; Bead-based flow cytometry, Bim-Bfl-1 binding inhibition; inhibition, % at 10 µM; 0.12% of 190,000 active;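 note: 0% = wells without compound plus tracer and 100% = blocker peptide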
Bcl-2 Bim block: disrupts Bim peptide binding to human Bcl-2; AID 950; inhibition, % at 10 µM; Bead-based flow cytometry, Bim peptide-Bcl-2 binding; 0.06% of 190,000 active; in the data active = inhibition above about 40%; inconclusive = no clear call, values can overlap the other calls;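 note: 0% = no compound wells with probe peptide and 100% = reference peptide inhibitor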
Target sequence (P10415 whole entry, looked up): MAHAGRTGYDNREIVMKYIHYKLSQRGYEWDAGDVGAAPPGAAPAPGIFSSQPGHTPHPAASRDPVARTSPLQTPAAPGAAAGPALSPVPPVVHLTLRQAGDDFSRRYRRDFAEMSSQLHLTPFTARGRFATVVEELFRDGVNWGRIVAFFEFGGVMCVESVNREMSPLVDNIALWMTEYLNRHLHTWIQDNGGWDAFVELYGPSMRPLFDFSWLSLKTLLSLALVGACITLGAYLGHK
Avidin bead fluor: compound fluoresces at 488/530 nm on avidin beads; AID 1775; compound fluorescence 488/530 nm, flow cytometry; active compounds read high; 0.38% of 220,000 active; fluorescence (KMESF) at 10 µM; in the data active = fluorescence above about 47; note: inactives centre near 10
ABCB1 inh: inhibitors of human ABCB1 transporter, ABCG2 counter-screen; P08183; CCRF-Adr cells, JC-1 efflux, flow cytometry; inhibition, % at 6.6 µM; 0.067% of 190,000 active; AID 1326; in the data active = inhibition above about 40%;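 note: 0% = vehicle and 100% = reference inhibitor; higher value means more JC-1 retained so stronger ABCB1 efflux block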
Bcl-XL Bim block: human Bim-Bcl-XL interaction inhibition; Q07817; Bim peptide-Bcl-XL binding, bead flow cytometry, fluorescence; inhibition, % at 10 µM; 0.04% of 190,000 active; AID 1007
RGS4-Gao reg: modulates binding of RGS4 to human Galphao | Multiplexed bead flow cytometry; actives lie on both sides | AID 1415 | P09471 | binding response (% of control), % at 10 µM | 0.33% of 220,000 active; in the data active = binding response below about 49% or above about 150%; inactive = in between;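 note: fluorescent Galphao activated with aluminum fluoride binding bead-coupled RGS4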
ABCG2 block: blocks JC-1 efflux by human ABCG2 transporter; 0.1% of 190,000 active; IgMXP3 cells, flow cytometry; inhibition, % at 6.6 µM;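 active = inhibition above 80%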;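 note: 0% = DMSO and 100% = nicardipine control wells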
Target sequence (Q9UNQ0 whole entry, looked up): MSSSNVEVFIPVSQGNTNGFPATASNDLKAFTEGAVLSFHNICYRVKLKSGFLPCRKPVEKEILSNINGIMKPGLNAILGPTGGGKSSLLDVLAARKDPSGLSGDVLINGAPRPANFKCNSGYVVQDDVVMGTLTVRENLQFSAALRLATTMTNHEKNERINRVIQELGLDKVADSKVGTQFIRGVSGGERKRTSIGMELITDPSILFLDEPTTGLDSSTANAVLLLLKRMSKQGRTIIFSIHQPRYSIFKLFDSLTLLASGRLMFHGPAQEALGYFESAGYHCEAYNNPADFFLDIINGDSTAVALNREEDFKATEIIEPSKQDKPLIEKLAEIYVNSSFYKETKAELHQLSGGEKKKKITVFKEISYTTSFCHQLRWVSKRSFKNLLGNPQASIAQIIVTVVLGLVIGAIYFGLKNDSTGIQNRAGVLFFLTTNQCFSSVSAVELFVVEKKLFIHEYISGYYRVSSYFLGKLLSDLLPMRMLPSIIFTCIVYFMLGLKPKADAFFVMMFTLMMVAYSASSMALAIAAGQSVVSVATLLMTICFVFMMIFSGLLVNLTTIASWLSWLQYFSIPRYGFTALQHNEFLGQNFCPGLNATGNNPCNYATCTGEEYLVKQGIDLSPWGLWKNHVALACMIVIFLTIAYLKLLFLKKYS
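Read-out basis: Efflux inhibition in percent versus controls | Test system: ABCG2 IgMXP3 and barcoded ABCB1 CCRF-Adr cell mix | Quantity: 3 million cells/mL in well | Schedule: 10 min at 25 °C | Control set: Nicardipine as high control, DMSO as low control | Reagent: JC-1 as fluorescent efflux pump substrate | Signal: Flow cytometry of retained JC-1 fluorescence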
Bim-Bcl-B: human Bim-Bcl-B interaction inhibition; Q9HD36; bead-based flow cytometry, Bim peptide-Bcl-B binding; inhibition, % at 10 µM; 0.073% of 190,000 active;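 note: 0% = tracer peptide without compound and 100% = reference inhibitor peptide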
Target sequence (Q9HD36 whole entry, looked up): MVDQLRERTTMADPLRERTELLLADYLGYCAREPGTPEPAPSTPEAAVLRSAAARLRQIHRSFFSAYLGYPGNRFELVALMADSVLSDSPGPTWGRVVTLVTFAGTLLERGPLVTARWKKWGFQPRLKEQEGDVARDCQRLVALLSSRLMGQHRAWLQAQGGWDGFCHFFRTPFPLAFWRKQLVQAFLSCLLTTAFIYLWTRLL
Bcl-W Bim block: disrupts Bim peptide binding to human Bcl-W; bead-based flow cytometry; inhibition, % at 10 µM; 0.02% of 190,000 active;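 note: 0% = bound tracer without compound and 100% = peptide blocker; higher means less fluorescent Bim peptide bound to Bcl-W beads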
RGS7-Gao reg: regulators of human RGS7-Galphao interaction; P09471; Multiplexed bead flow cytometry, RGS7-Galphao binding; actives lie on both sides; binding response (% of control), % at 10 µM; 0.35% of 220,000 active; in the data active = binding response below about 49% or above about 150%; inconclusive = no clear call, values can overlap the other calls; inactive = in between;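 note: fluorescent Galphao held in activated GDP-AlF4 state binding bead-coupled RGS7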
GSH bead fluor: GSH bead compound fluorescence profile | GSH beads flow cytometry, compound fluorescence 488/530 nm; active compounds read high | fluorescence (KMESF) at 10 µM | 0.25% of 190,000 active | AID 1776; in the data active = fluorescence above about 89;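 note: glutathione beads carrying GST-tagged Bcl family fusion proteins plus one bare bead set; values are compound well signal with DMSO vehicle wells as background; inactives centre near 16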
* hit, by the source's call; ? = inconclusive. Cut-off read from the data, not from the text of the source, unless noted: active = inhibition above about 40%.

SMILES	Bfl-1 Bim block	Bcl-2 Bim block	Avidin bead fluor	ABCB1 inh	Bcl-XL Bim block	RGS4-Gao reg	ABCG2 block	Bim-Bcl-B	Bcl-W Bim block	RGS7-Gao reg	GSH bead fluor
CCOC(=O)c1c(-c2ccc(OC)cc2)csc1/N=C/N(C)C	-6	-4	13	1.4	-1	102	10	-8	-4	102	13
Nc1sc(-c2ccccc2)c(Cc2ccccc2)c1C(=O)O	-11	-6	25	0.4	-4	100	2	-12	-5	104	11
Cc1cccc(C)c1OCC(=O)NCc1nnc(SCC(=O)NC2CCCCC2C)n1C (stereo unspecified)	-9	-6	12	-0.6	-15	102	2	-7	2	108	42
O=C(Cn1cnc2c(nnn2Cc2ccccc2F)c1=O)OCc1ccccc1	-19	-12	32	1.1	-13	101	15	-12	-5	101	24
CC(=O)Nc1ccc2c(c1)nc1n2CCN(C2CCCCC2)C1	2	0	13	0.3	0	110	2	-3	0	105	11
Cc1ccc(S(=O)(=O)Nc2ccc(S(=O)(=O)NC(C)(C)C)cc2)cc1	-8	-10	8	-0.4	-12	111	-1	-8	0	104	29
O=C(NCc1ccc(Cl)cc1)c1ccc(-c2ccccc2C(F)(F)F)o1	0	0	10	0.2	-1	107	1	-5	0	105	18
FC(F)C(F)(F)C1=CC(c2cccs2)=NCCN1	-8	-2	11	0.7	-3	100	1	0	-4	97	12
CS(=O)(=O)N(CC(=O)NCCc1ccccc1)c1cccc([N+](=O)[O-])c1	1	2	15	1.2	2	101	3	1	-1	100	11
CCCCCc1c(O)nc(SCC(=O)NCC2CCCO2)[nH]c1=O (stereo unspecified)	2	0	6	0.2	2	99	0	3	2	101	18
COc1cccc(/C=N/NC(=O)C(=O)NCc2cccnc2)c1OC	-6	-3	10	0.2	-5	98	4	-7	-5	97	10
CCN(c1ccccc1)S(=O)(=O)c1ccc(Cl)c(NC(=O)CSc2nnc(C)s2)c1	-3	1	16	1.4	0	102	22	-2	3	?	15
S=c1[nH]nc(-c2cccnc2)n1/N=C/C(Cl)=C\c1ccccc1	25	17	8	-1.0	15	95	-5	9	6	96	7
CCOC(=O)N1CCC(NC(=O)C2=C(C)C(=O)OC23CCC(C)CC3)CC1 (stereo unspecified)	-12	-8	25	0.9	-11	102	4	-11	-6	102	15
Cc1cccc(OCC(=O)NCC(=O)N/N=C/c2cc(Br)ccc2OCc2ccccc2)c1	27	34	14	1.2	8	113	22	31	11	112	1
Cc1cc(C)c(S(C)(=O)=O)c(=O)[nH]1	-11	0	3	1.4	-3	102	1	0	-3	107	12
CCOc1ccccc1CNCCOC	-2	-5	12	0.3	-1	98	6	-7	-2	?	19
CC(=O)OC[C@H]1O[C@@H](O/N=C/C[C@@H]2C=C[C@H](OC(C)=O)[C@@H](COC(C)=O)O2)[C@H](OC(C)=O)[C@@H](OC(C)=O)[C@@H]1OC(C)=O	0	-3	6	0.5	-5	101	0	-7	-4	98	18
COc1ccc(OCCSc2nnc(CC(=O)Nc3cccc(Cl)c3Cl)n2C)cc1	-12	-8	10	-0.9	-5	101	11	-8	0	102	30
Cc1ccc(-c2nn(-c3ccccc3)cc2C(=O)Nc2cccc(S(=O)(=O)N3CCOCC3)c2)cc1	-15	-7	13	0.2	-14	103	2	-14	-6	99	20
C=C(Br)Cn1cnc2ccccc21	-7	0	8	-0.1	-3	90	-2	-3	1	82	13
Cc1ccc(CS(=O)(=O)CCC(=O)NC2CC2)cc1	-1	-2	42	0.4	0	105	1	-3	-3	106	11
CCN(CC)S(=O)(=O)c1ccc(OC)c(NC(=O)C(Cc2ccccc2)N2C(=O)c3ccccc3C2=O)c1 (stereo unspecified)	-4	-7	6	1.3	-6	89	7	-5	-3	87	11
C=CCn1c(SCC(=O)Nc2ccc(C(=O)OC(C)C)cc2)nnc1-c1cccs1	2	1	10	0.4	2	103	2	0	-1	97	80
COc1ccccc1N(CC(N)=O)S(=O)(=O)c1ccc(C)cc1	-3	-5	24	0.4	-3	98	1	-5	-2	97	8

Next entries.
SMILES	Bfl-1 Bim block	Bcl-2 Bim block	Avidin bead fluor	ABCB1 inh	Bcl-XL Bim block	RGS4-Gao reg	ABCG2 block	Bim-Bcl-B	Bcl-W Bim block	RGS7-Gao reg	GSH bead fluor
COc1ccc(/C=C/CN2CCCC(CCC(=O)NCc3ccc(F)c(F)c3)C2)cc1 (stereo unspecified)	-5	-1	10	0.8	1	98	1	-3	-1	100	10
Cc1cc(C)c2c(C)nn(-c3ccccc3)c2n1	1	2	16	0.6	0	100	3	1	0	100	14
O=C(COc1ccccc1)NC1=NCCS1	-12	-10	8	-0.2	0	101	0	-10	4	111	42
CCc1ccc(Nc2oc(C)cc(=O)c2C(C)=O)cc1	-16	-9	27	1.1	-10	101	26	-9	-6	97	22
CCOc1ccc2nc(SC(C)C(N)=O)[nH]c2c1 (stereo unspecified)	2	1	14	0.1	1	104	2	1	0	103	15
Cn1c(SCC(=O)NNC(=O)c2ccc(Br)cc2)nnc1-c1cccnc1	-3	0	9	0.6	0	103	5	-4	1	103	24
COC(=O)c1c(O)c2ccccc2[nH]c1=O	-3	-2	8	-0.2	-6	101	0	1	1	99	8
CC(=O)Nc1nc(-c2ccccc2)nc(-c2ccccc2OC(C)=O)n1	-9	-7	8	1.5	0	107	15	-6	6	105	9
CCCCCC(=O)Nc1nc(C)c(-c2csc(Nc3ccc(Cl)cc3)n2)s1	-14	-14	10	0.1	-13	103	3	-14	-1	99	35
CCOc1ncccc1C(=O)OCc1cn2cc(Cl)ccc2n1	-13	-7	17	0.4	-5	99	30	-5	-2	100	37
CCOc1ccc(C(=O)Nc2ccccc2C#N)cc1[N+](=O)[O-]	-16	-8	11	0.5	-8	102	10	-8	-5	104	16
CC1(C)N=C(c2ccc(Cl)cc2Cl)C(=O)N1	-12	-5	19	0.1	-3	104	0	-6	0	105	12
CCOc1ccccc1N1C(=O)c2ccc(C(=O)Nc3cccnc3)cc2C1=O	6	2	4	1.2	9	98	5	3	7	96	25
O=C(CCl)c1ccc2c(c1)CCN2C(=O)C1CC1	4	0	6	-1.2	4	98	-2	3	3	97	50
Cc1ccc(SCC2=NN(c3nc(C)cc(C)n3)C(=O)C2)cc1	-2	-1	6	3.4	-3	102	4	-4	3	107	20
CCOC(=O)Cn1nnc(-c2cc(OC)c(OC)c(OC)c2)n1	-5	-2	21	0.7	-2	102	3	-1	0	103	14
COc1ccc(C(=O)Cn2c3ccccc3n3nc(CCC(=O)O)c(=O)nc23)cc1OC	-6	-2	7	0.1	2	98	0	-4	4	99	51
CC(=O)Nc1ccc(S(=O)(=O)N2CCN(C(=O)Cc3ccccc3)CC2)cc1	6	2	19	0.1	0	103	1	2	2	101	12
Nc1[nH]c(=O)[nH]c(=O)c1N=Nc1cccc(Cl)c1	-6	-2	12	-0.2	3	94	-1	0	0	92	14
O=C(c1ccccc1)c1ccc(C(=O)N2CCOCC2)cc1	-1	1	16	-2.5	0	99	-1	-3	-2	96	21
COc1ccc(NC2c3ccccc3C(=O)N2Cc2ccco2)cc1OC (stereo unspecified)	-8	-12	7	0.9	-3	96	2	-6	1	96	23
O=C(Cn1c(C2CC2)nc2ccccc2c1=O)Nc1ccc(Br)cc1	-12	-4	4	0.1	-4	100	1	-7	2	100	23
O=C(c1ccco1)N1CCN(c2ncnc3c2[nH]c2ccc(Br)cc23)CC1	7	-2	36	0.4	-6	98	0	-1	-3	97	18
O=C1SC(c2ccccc2)=C/C1=C\N1CCCCC1	-10	-10	10	0.3	-19	100	1	-14	-2	100	39
NNC(=O)C12CC3CC(C1)CC(n1ncnn1)(C3)C2	2	5	4	0.3	1	104	-1	1	0	102	4

Whole records, looked up by structure.
O=C(c1ccco1)N1CCN(c2ncnc3c2[nH]c2ccc(Br)cc23)CC1 across the screens: Bfl-1 Bim block = 7; Bcl-2 Bim block = -2; Avidin bead fluor = 36; ABCB1 inh = 0.4; Bcl-XL Bim block = -6; RGS4-Gao reg = 98; ABCG2 block = 0; Bim-Bcl-B = -1; Bcl-W Bim block = -3; RGS7-Gao reg = 97; GSH bead fluor = 18
COc1ccc(/C=C/CN2CCCC(CCC(=O)NCc3ccc(F)c(F)c3)C2)cc1 (stereo unspecified) across the screens: Bfl-1 Bim block = -5; Bcl-2 Bim block = -1; Avidin bead fluor = 10; ABCB1 inh = 0.8; Bcl-XL Bim block = 1; RGS4-Gao reg = 98; ABCG2 block = 1; Bim-Bcl-B = -3; Bcl-W Bim block = -1; RGS7-Gao reg = 100; GSH bead fluor = 10

Next part.
SMILES	Bfl-1 Bim block	Bcl-2 Bim block	Avidin bead fluor	ABCB1 inh	Bcl-XL Bim block	RGS4-Gao reg	ABCG2 block	Bim-Bcl-B	Bcl-W Bim block	RGS7-Gao reg	GSH bead fluor
C/C=C/C(=O)Nc1ccccc1Br	-12	-8	6	0.3	-1	99	1	-7	-2	99	39
O=C(c1cnn(C(=O)c2ccc(O)cc2)c1)c1ccccc1O	-3	-2	10	8.0	-8	101	0	-9	-3	99	16
O=C(Nc1cc(Br)ccc1O)c1cnn2c(C(F)F)cc(C3CC3)nc12	0	-1	14	-0.8	0	103	-4	-2	0	?	17
Cc1cc(C)cc(N(C(C)C(=O)N2CCCCC2)S(C)(=O)=O)c1 (stereo unspecified)	9	2	22	0.1	11	97	3	2	3	92	24
CN(Cc1ccc(-n2cccn2)cc1)Cc1cn(C)nc1-c1ccccc1F	4	0	6	0.3	-1	106	0	-2	3	103	15
O=C(NCCC1=CCCCC1)c1ccc(Cl)cc1	-4	-4	11	0.5	-5	102	6	-3	-5	101	17
Cc1ccc(-c2nc3ncccn3c2Nc2ccc3c(c2)OCCO3)cc1	6	1	40	1.5	-4	104	6	-2	-2	104	25
CC1CCCN(S(=O)(=O)c2ccc(S(=O)(=O)NC(C)c3cccs3)cc2)C1 (stereo unspecified)	-3	-2	36	0.8	-3	100	3	-3	-3	103	15
O=C(Nc1ccc(N2CCOCC2)cc1)C1CCCN(S(=O)(=O)c2ccccc2)C1 (stereo unspecified)	-11	-6	7	0.6	-3	95	6	-7	0	94	5
Cc1cc(C(=O)Cn2nc(C(=O)O)c3ccccc3c2=O)c(C)n1CC(F)(F)F	-3	-1	20	0.2	-1	95	2	0	2	92	11
CC(=O)NNc1nc(-c2ccccc2)c2cc(Br)ccc2n1	-10	-6	7	-3.0	-2	102	-7	-7	1	101	11
CCCC1(CCC)NC(=O)N(CC(=O)N2CCN(C(=O)c3ccco3)CC2)C1=O	-8	5	25	0.1	-5	105	0	-3	1	104	24
CC(OC(=O)C(C)N1C(=O)C2C3C=CC(C4CC34)C2C1=O)C(=O)c1ccccc1 (stereo unspecified)	-4	-16	13	0.1	-8	97	-1	-15	-1	97	16
COc1ccc(-n2cnnc2SCC(=O)NC2CCS(=O)(=O)C2)cc1 (stereo unspecified)	-2	-5	8	0.1	-4	98	0	-9	-3	100	10
O=C(Cn1cc([N+](=O)[O-])cn1)Nc1ccccn1	-14	-8	15	0.6	-9	100	-4	-8	0	100	34
C/C(=N/Nc1cc(-c2ccccc2)nc(-c2ccccc2)n1)c1ccc(O)cc1	0	1	12	-0.3	0	100	2	-1	0	102	5
C=CCNC(=O)NC(=O)CSc1nnc(C(F)(F)F)n1C	-2	-3	9	0.5	-1	99	32	-7	-2	100	13
Cc1nc2ccc(-c3nc4cc(N)ccc4o3)cc2[nH]1	-1	3	2	-0.6	-7	79	-2	4	2	89	27
